MITF inh: inhibitors of human MITF | O75030 | AlphaScreen MITF homodimerization, bead proximity signal | inhibition, % at 2.6 µM | 650,000 compounds, 0.91% hits | AID 1259374; in the data active means inhibition above about 50%;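 further: 0% = vehicle wells with protein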
Target sequence (O75030 whole entry, looked up): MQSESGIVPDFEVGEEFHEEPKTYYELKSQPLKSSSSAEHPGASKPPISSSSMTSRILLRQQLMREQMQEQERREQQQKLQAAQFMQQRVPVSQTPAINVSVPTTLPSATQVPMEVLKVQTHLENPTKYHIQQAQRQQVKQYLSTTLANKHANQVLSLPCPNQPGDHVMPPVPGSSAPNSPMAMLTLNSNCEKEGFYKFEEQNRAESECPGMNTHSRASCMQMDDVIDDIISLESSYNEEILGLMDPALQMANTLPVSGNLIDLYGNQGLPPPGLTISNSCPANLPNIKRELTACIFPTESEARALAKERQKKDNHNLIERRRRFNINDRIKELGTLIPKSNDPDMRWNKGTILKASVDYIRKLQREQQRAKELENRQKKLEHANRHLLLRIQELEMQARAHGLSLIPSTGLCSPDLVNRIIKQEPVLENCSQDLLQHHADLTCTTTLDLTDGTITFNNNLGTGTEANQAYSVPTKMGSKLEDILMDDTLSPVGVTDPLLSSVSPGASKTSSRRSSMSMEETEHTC
FBW7 act: activators of human E3 ligase FBW7; AID 1259310; 650,000 compounds, 0.13% hits; normalized activity (activation), % at 26.1 µM; Q969H0; AlphaScreen FBW7–phospho-cyclin E peptide binding, activator screen; in the data active means normalized activity above about 1.9%;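 further: purified mutant Fbw7 with reduced substrate affinity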
GPR151 activ: human GPR151 activation; 650,000 compounds, 1% hits; activation, % at 11.2 µM; PathHunter beta-arrestin GPR151 cells, luminescence; in the data active means activation above about 4.9%;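 further: 0% = median of compound wells and 100% = cells with positive control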
Target sequence (Q8TDV0 whole entry, looked up): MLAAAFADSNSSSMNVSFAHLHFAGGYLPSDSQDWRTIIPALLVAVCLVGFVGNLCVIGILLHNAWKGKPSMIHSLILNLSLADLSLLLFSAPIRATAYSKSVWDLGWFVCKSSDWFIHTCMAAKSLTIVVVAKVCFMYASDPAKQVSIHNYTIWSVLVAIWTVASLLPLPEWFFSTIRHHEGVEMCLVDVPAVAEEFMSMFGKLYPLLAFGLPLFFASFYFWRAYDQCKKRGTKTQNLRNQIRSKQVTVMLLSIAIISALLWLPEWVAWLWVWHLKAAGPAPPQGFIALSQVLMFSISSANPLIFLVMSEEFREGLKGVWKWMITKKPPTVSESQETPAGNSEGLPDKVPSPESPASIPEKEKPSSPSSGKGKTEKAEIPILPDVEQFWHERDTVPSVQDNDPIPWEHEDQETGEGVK
TEAD-YAP inh: TEAD-YAP interaction inhibition | HEK-TIYL cells, TEAD-Gal4/YAP UAS-luciferase luminescence | inhibition, % at 9.12 µM | 640,000 compounds, 1.4% hits | AID 1259422; in the data active means inhibition above about 32%;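 further: 0% = median of test compound wells and 100% = reference inhibitor wells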
Active calls of the source: *; & = joins results of further samples.

Second line of a record – MITF inh, FBW7 act, GPR151 activ, TEAD-YAP inh
> O=C(CSCc1c(Cl)cccc1Cl)Nc1ccc(O)cc1C(=O)O
→ -1.7, -0.1, -0.9, -1.6
> Cc1cc(NC(=O)CSC2CCCC2)sn1
→ 3.8, -0.3, 0.9, -47.5
> O=C(Nc1ccccc1F)c1ccc(S(=O)(=O)c2ccccc2Cl)c([N+](=O)[O-])c1
→ -0.5, 0.2, 0.4, -4.7
> O=C(CSc1nnc(CCN2C(=O)c3cccc4cccc(c34)C2=O)n1-c1ccccc1)NCCCO
→ 10.5, 0.0, -0.7, -0.1
> OC1COCc2nc3ccccc3n2C1 (stereo not given)
→ -0.1, -0.1, 3.9, 5.6
> COc1ccc(CCNC(=O)c2ccc(Cn3c(SCC(=O)c4ccc(F)cc4)nc4cc5c(cc4c3=O)OCO5)cc2)cc1OC
→ -10.5, -0.1, 0.9, 5.7
> Fc1ccc(N2CCN(Cc3nnnn3Cc3ccco3)CC2)cc1
→ -2.0, 0.0, 0.4, -3.0
> CCN1CCN(CCOCCOc2ccc3ccccc3c2Cl)CC1
→ 51.2*, -0.2, -0.2, -4.0
> Cc1nc2ncnn2c(C)c1CC(=O)NC1CCCCCC1
→ 2.9, -0.1, -1.6, -7.0
> CCn1cc(C(=O)NCc2ccccc2)c(=O)c2cc(S(=O)(=O)N3CCCC3)ccc21
→ 3.0, -0.2, -0.3, -5.8
> COc1ccc(-c2ccc(SCC(=O)Nc3cccc(C(C)=O)c3)nn2)cc1OC
→ 22.1, 0.2, -1.5, -30.4
> NC(=O)c1ccc(-c2cn[nH]c2-c2ccc(F)cc2)cc1
→ -2.3, 0.1, 0.5, 10.2
> COc1cccc(C(=O)Oc2ccc(/C=C/c3ccccn3)cc2)c1
→ -0.1, 0.3, -7.2, 16.7
> CN1C(=O)C(O)(CC(=O)c2ccccc2)c2ccccc21 (stereo not given)
→ -11.2, 0.0, 1.0, 0.6
> COC(=O)c1ccccc1NC(=O)CN1CCCCC1
→ 12.0, 0.1, -0.7, 8.5
> C/C(=N\NS(=O)(=O)c1ccc(C)cc1)c1ccc(C)o1
→ 8.9, 0.1, 0.7, -1.8
> Cc1n[nH]c(C)c1CCN(C)C(=O)Cn1nnnc1CN(C)C(C)C
→ -7.8, -0.2, 0.3, -13.1
> O=C(NC1CCCCC1)N(Cc1cc2cc3c(cc2[nH]c1=O)OCO3)CC1CCCO1 (stereo not given)
→ -5.4, -0.1, -0.7, -5.0
> O=C(Nc1nc2c(s1)CN(Cc1ccccc1)CC2)C1CCCCC1
→ 7.5, -0.2, 0.0, -33.4
> CCOC(=O)C1=C(C)NC(=O)NC1c1ccc(OCC(=O)N2CCCCC2)c(OC)c1 (stereo not given)
→ -1.5, -0.2, 2.2, -5.8

2 compounds picked at random from those above, as already listed:
Second line of a record – MITF inh, FBW7 act, GPR151 activ, TEAD-YAP inh
> C/C(=N\NS(=O)(=O)c1ccc(C)cc1)c1ccc(C)o1
→ 8.9, 0.1, 0.7, -1.8
> Cc1n[nH]c(C)c1CCN(C)C(=O)Cn1nnnc1CN(C)C(C)C
→ -7.8, -0.2, 0.3, -13.1

The listing continues:
Second line of a record – MITF inh, FBW7 act, GPR151 activ, TEAD-YAP inh
> O=c1onc2cnc3ccccc3n12
→ 5.9&2.7&9.3, 0.1&0.0, 2.6&-1.9&-0.3, 2.8
> CN(c1nc(-c2ccc([N+](=O)[O-])cc2)nc2ccccc12)C1CCCCC1
→ -9.2, 0.2, 1.3, -1.2
> O=S(=O)(Nc1nccs1)c1ccc(N=Cc2c(O)ccc3ccccc23)cc1
→ -9.3, 0.0, 0.1, 2.3
> Cc1cccc(NC(c2ccc3c(c2)OCO3)c2ccc3cccnc3c2O)n1 (stereo not given)
→ 14.7, -0.1, 0.3, 80.4*
> Cc1nc(NCc2ccco2)cc(-c2ccccc2F)n1
→ 1.6, 0.1, 1.5, -24.1
> CCN(CC)C(=O)CN(Cc1ccccc1F)S(=O)(=O)c1ccc(C)cc1
→ 0.5, 0.0, 0.2, 6.5
> O=C(CSc1ccc([N+](=O)[O-])cn1)Nc1cccc(C(F)(F)F)c1
→ -3.5, 0.0, 5.6*, 6.3
> c1ccc(-n2nnnc2N2CCc3ccccc3C2)cc1
→ -2.6, 0.1, -1.4, 11.2
> Brc1ccc(Nc2nc(-c3cccs3)cs2)cc1
→ -1.7, 0.0, -0.1, -54.8
> O=[N+]([O-])c1ccc(Oc2ccc(S(=O)(=O)N/N=C\c3ccccc3)cc2)cc1
→ -1.4, 0.5, -1.3, -6.3
> Cc1ccc([N+](=O)[O-])cc1NC(=O)Cc1ccc(F)cc1
→ 6.9, 0.2, 5.4*, 0.4
> OC(CN1CCC2(CC1)OCCO2)c1ccc2cc[nH]c2c1 (stereo not given)
→ 5.2, 0.2, 0.0, -7.4
> COc1cccc(NC(=O)CN(c2cccc(F)c2)S(C)(=O)=O)c1
→ 14.0, 0.8, -1.3, -5.7
> O=C(Nc1ccc(Br)cc1)c1cc(S(=O)(=O)N2CCCCCC2)ccc1F
→ 1.9, 0.0, 2.9, -0.2
> CC(C)C(=O)NC(=S)Nc1ccc(-c2nc3ncccc3o2)cc1
→ -1.5, -0.2, 0.7, -7.0
> CC(C)(C)C(=O)Nc1ccc(CC23CC4CC(CC(C4)C2)C3)cc1
→ 13.3, 0.2, -0.7, -3.4
> COCc1nnc(NC(=O)c2ccc(Cl)cc2Cl)s1
→ -1.1, -0.1, -3.0, -48.0
> O=C(Cn1nnc2c(cnn2-c2ccc(F)cc2)c1=O)Nc1ccccc1F
→ -1.3, -0.2, 2.3, -9.9
> CCOc1ccc(C2Nn3c(nnc3-c3ccccc3)SC2C(=O)N2CCCCC2)cc1 (stereo not given)
→ -0.9, -0.1, 1.2, 6.3
> CN1CCN(C2=C(Cl)C(=O)N(CCc3ccccc3)C2=O)CC1
→ 10.2, 0.1, -0.5, -33.0
> CCOC(=O)C1=C(C)NC2=C(C(=O)CCC2)C1c1cc(C)sc1SC (stereo not given)
→ -4.3, -0.1, -1.8, -3.0
> N#CCn1c(C(F)(F)F)nc2c(cnn2-c2ccccc2)c1=O
→ 2.2, -0.1, 0.1, -0.9
> NC(=O)c1ccccc1NC(=S)NC(=O)c1ccccc1F
→ 6.2, -0.1, -0.2, -82.0
> N#Cc1ccc(OCCNC2CCCC2)cc1
→ 36.2, 0.0, 0.6, -11.0
> O=C(NNC(=O)c1ccco1)c1ccccc1
→ 7.4, 0.2, -0.2, 2.9
> COc1ccc(-c2nc3scc(CCNS(=O)(=O)c4ccccc4)n3n2)cc1OC
→ -3.8, -0.3, 1.2, -5.2
> CCCC(=O)Nc1ccc(S(=O)(=O)Nc2ncccn2)cc1
→ 6.4, 0.0, 0.0, -2.1
> Cc1cc(I)cc(C)c1OCC(=O)N/N=C/c1ccncc1
→ -10.7, 0.1, 0.4, 4.0
> O=C(CCN1C(=O)c2ccccc2C1=O)NC(=S)Nc1cccc(Cl)c1
→ 2.7, 0.0, -0.4, 5.0
> CC(NC(=S)NNC(=O)Cn1ncc2ccccc2c1=O)c1ccccc1 (stereo not given)
→ 10.7, 0.1, -0.1, 3.3

Entries of single compounds, looked up by structure. Screens in order: MITF inh	FBW7 act	GPR151 activ	TEAD-YAP inh
O=C(CCN1C(=O)c2ccccc2C1=O)NC(=S)Nc1cccc(Cl)c1 is listed as 2.7	0.0	-0.4	5.0
N#CCn1c(C(F)(F)F)nc2c(cnn2-c2ccccc2)c1=O is listed as 2.2	-0.1	0.1	-0.9
Cc1cc(I)cc(C)c1OCC(=O)N/N=C/c1ccncc1 is listed as -10.7	0.1	0.4	4.0
NC(=O)c1ccccc1NC(=S)NC(=O)c1ccccc1F is listed as 6.2	-0.1	-0.2	-82.0

Next section.
| structure | MITF inh | FBW7 act | GPR151 activ | TEAD-YAP inh |
| --- | --- | --- | --- | --- |
| COc1ccc(N2CCN(C(=O)C(c3ccccc3)c3ccccc3)CC2)nn1 | 7.0 | -0.2 | 5.7* | 2.9 |
| Cc1cc(C)n(C(=O)c2c(F)c(F)cc(C)c2Cl)n1 | 17.6 | 0.1 | -1.5 | -1.2 |
| O=C(c1cccnc1)N(Cc1ccccc1)c1ccccc1 | 14.6 | -0.4 | 1.6 | -2.3 |
| CCCn1nnc(NC(=O)c2cc(Br)ccc2Cl)n1 | -9.0 | -0.2 | 0.8 | 15.2 |
| O=C(Nc1ccc(F)cc1)C1CC(=O)N(Cc2ccccc2)C(=Nc2ccccc2)S1 (stereo not given) | 2.5 | 0.0 | 0.1 | -6.6 |
| Cc1ccc(S(=O)(=O)NCCNCc2cccs2)cc1 | 13.4 | 0.1 | -0.2 | 2.0 |
| Nc1nc(Nc2ccccc2)cc(N2CCC(N3CCOCC3)CC2)n1 | 4.3 | 0.0 | -0.8 | -6.2 |
| CCN1CCN(C2=NC(=O)/C(=C/c3cccc(O)c3)S2)CC1 | 2.8 | 0.1 | 0.0 | -13.2 |
| Cc1ccc(-c2nnc(Nc3cccc(Cl)c3)c3ccccc23)cc1S(=O)(=O)NCCO | -0.7 | -0.1 | -0.2 | 7.5 |
| CCNc1cccc(C(=O)NCc2cccnc2)n1 | 20.8 | 0.7 | -1.1 | -3.6 |
| CC(C)OCCNC(=O)C1CC(Cc2ccc(F)cc2)=NO1 (stereo not given) | 0.1 | 0.1 | 0.6 | -25.6 |
| NC(=O)c1c(NC(=O)c2ccc(F)cc2)sc2c1CCN(Cc1ccccc1)C2 | 10.3 | 0.1 | 1.0 | 7.2 |
| COc1cc(C(=O)NC2CCN(C(=O)Nc3cccc(F)c3)CC2)cc(OC)c1OC | 2.6 | 0.9 | -0.3 | -5.6 |
| OC(CNCC1(c2ccccc2)CCCC1)COc1ccccc1Cl (stereo not given) | 27.8 | 0.1 | 0.3 | 8.8 |
| Cc1ccc(S(=O)(=O)N2CC=C(C(=O)NC3CCCCC3C)CC2)cc1 (stereo not given) | -13.2 | -0.1 | -0.1 | -8.5 |
| CCOC(=O)c1c(C)[nH]c(C(=O)COC(=O)COc2ccc(OC)cc2)c1C | 0.5 | 0.0 | 0.3 | 8.7 |
| CCc1ccc(NS(=O)(=O)c2c(C)[nH]c(=O)[nH]c2=O)cc1 | -1.1 | -0.2 | -0.9 | -5.1 |
| CSc1nnc2c(n1)OC(c1ccc(C)o1)N(C(C)=O)c1ccccc1-2 (stereo not given) | -2.9 | -0.1 | -0.1 | -4.1 |
| CCCCC(C(=O)Nc1ccc(F)cc1)N1C(=O)c2ccccc2C1=O (stereo not given) | 20.8 | 0.1 | 0.1 | 4.0 |
| CCOC(=O)C1CCCCN1Cc1ccc(OC)c(C)c1C (stereo not given) | -11.6 | 0.4 | 1.2 | -4.4 |
| O=C(CC(NCc1ccco1)C(=O)O)Nc1ccc(F)cc1 (stereo not given) | -0.6 | 0.1 | 0.4 | -4.4 |
| C=C1C2(C(=O)NCc3ccc4c(c3)OCO4)CCC(C2)C1(C)C (stereo not given) | 11.6 | 0.8 | -0.8 | -0.5 |
| COc1ccc(-n2ncc3c(Nc4ccc(Oc5ccc(Cl)cc5)cc4)ncnc32)cc1 | 9.7 | -0.1 | 0.4 | 0.8 |
| CC(NC(=O)c1ccco1)c1nnc2n1CCN(Cc1ccccc1Cl)CC2 (stereo not given) | -1.5 | -0.4 | 0.0 | -5.4 |
| COc1cc(Nc2nc(Nc3nccc4ccccc34)nc3nc[nH]c23)cc(OC)c1OC | 8.6 | -0.1 | 0.1 | -6.8 |
| CCC(=O)NC(=S)NNC(=O)c1ccccc1O | 63.0* | -0.8 | -2.2 | -9.9 |
| Nc1nc(-c2ccccc2)cc2nnc(SCC(=O)N3CCCCC3)n12 | 0.5 | -0.1 | 0.4 | 3.4 |
| COc1ccc(/C=C2\SC(=Nc3ccccc3OC)NC2=O)cc1 | 7.1 | 0.0 | -0.7 | 20.8 |
| Nc1n[nH]c(C(=O)N/N=C/C=C(\Br)c2ccccc2)n1 | 8.4 | -0.3 | -0.5 | 12.7 |
| COc1cccc(-n2nnc3c(=O)n(Cc4ccc(Br)cc4)cnc32)c1 | 11.8 | 0.1 | 1.0 | -2.7 |
| Cc1ccc2c(c1)-c1onc(C(=O)Nc3ncccc3C)c1CO2 | 8.5 | 0.1 | -0.1 | -2.8 |
| CCCSc1nnc(NC(=O)c2nc(SC)ncc2Cl)s1 | 21.2 | 0.0 | 0.8 | 4.1 |
| Cc1cccc(NC(=O)c2sc3nc(C)nc(N4CCN(C)CC4)c3c2C)c1 | 3.9 | 0.9 | 1.2 | 4.7 |
| COc1cc(Br)ccc1OCC(=O)N/N=C/c1ccc(C)cc1 | 18.5 | 0.2 | -0.6 | 5.1 |
| CN(CC(=O)NCc1cccnc1)S(=O)(=O)c1ccc2c(c1)SCC(=O)N2 | -7.1 | -0.1 | -0.3 | 5.9 |
| COCCSc1ccccc1C(=O)Nc1ccc(Br)cc1 | -3.0 | -0.1 | -0.8 | -24.5 |
| CC(=O)c1ccc(NC(=O)CCCC(=O)O)cc1 | -1.6 | -0.1 | 2.5 | 4.1 |
| Cc1ccc(C2=C/C(=C/c3ccccc3[N+](=O)[O-])C(=O)O2)cc1 | 0.6 | -0.1 | 0.4 | 11.8 |
| FC(F)(F)c1ccc(Cn2cnc3c(NC4CC4)nc(N4CCc5ccccc5C4)nc32)cc1 | -2.4 | 0.0 | 1.7 | -6.2 |
| Cc1cccn2cc(-c3cccc(NC(=O)c4cccnc4)c3)nc12 | -3.5 | 0.1 | -0.4 | -36.3 |
